# HTR5A ag ctr – activates human HTR5A in OPRM1-OPRD1 agonist counter-screen; P47898; HTR5A agonist assay, luminescence, cell-based; activation, % at 9.3 µM; hit rate 0.61% among 340,000; AID 504692; in the data active means activation mostly above about 9.5%, no sharp cut-off; inactive means mostly below about 7.6%;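 further: 0% = cells with vehicle only and 100% = reference agonist; strong numbers were not always called active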
# Target sequence (P47898 whole entry, looked up): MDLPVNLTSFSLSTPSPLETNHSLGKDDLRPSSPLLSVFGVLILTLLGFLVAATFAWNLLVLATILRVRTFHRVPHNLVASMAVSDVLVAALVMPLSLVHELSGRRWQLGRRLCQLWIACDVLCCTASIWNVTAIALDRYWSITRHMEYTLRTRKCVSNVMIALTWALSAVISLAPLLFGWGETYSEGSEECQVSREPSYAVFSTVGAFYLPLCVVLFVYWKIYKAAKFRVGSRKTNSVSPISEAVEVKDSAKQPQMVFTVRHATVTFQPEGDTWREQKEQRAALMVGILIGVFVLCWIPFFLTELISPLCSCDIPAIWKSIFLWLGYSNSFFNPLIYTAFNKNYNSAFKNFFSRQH
# cardiac RTF act – increases calcium sensitivity of human cardiac regulated thin filaments | P19429+P45379 | IANBD-labeled TnC RTF fluorescence at EC20 calcium; 0% EC20 calcium, 100% full calcium | activation, % at 7.2 µM | hit rate 0.24% among 340,000 | AID 493008;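 active means activation above the mean over all tested compounds plus 3 SD, cut at about 30% in these data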;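 further: rise in fluorescence read as greater calcium sensitivity of cardiac thin filaments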
# CDK5 inh – CDK5/p35 (human) kinase inhibition; inhibition, % at 10 µM; Recombinant CDK5/p35, ADP-Glo luminescence, 60 min; hit rate 0.01% among 330,000;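 active means highest replicate inhibition of at least 50% and at least 75% of replicates reaching 50%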;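 further: plate controls were DMSO neutral control for no effect and GW8510 at 10 µM for full effect; many of its hits are not listed in these tables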
# PvdQ inh – blocks Pseudomonas aeruginosa PvdQ acylase activity; AID 488965; purified PvdQ acylase, fluorescence plate reader; inhibition, % at 10 µM; hit rate 0.063% among 340,000; in the data active means inhibition above about 30%, passing the limit was not always enough;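 further: 0% = vehicle neutral wells and 100% = reference inhibitor wells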
# MITF TRPM1 HTS – increases MITF-driven TRPM1 promoter luciferase signal; SK-MEL-5 TRPM1-promoter luciferase, 24 h; % of positive control, neutral wells = 0; activation, % at 12.5 µM; hit rate 0.75% among 300,000; AID 588334;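 active means mean activation of at least 80% with every replicate also reaching 80%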;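 further: 0% = neutral control wells and 100% = parthenolide positive control wells; values of inactives mirror those of a sister screen read the other way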
# dFosB activator – mouse delta FosB homodimer activation. P13346. activation, % at 25 µM. purified delta FosB, TAMRA-CDK5 oligo fluorescence polarization; percent of positive-control signal above neutral wells. hit rate 0.99% among 340,000;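 active means mean activation above about 17%, with every replicate also reaching it, limit read from the data, passing the limit was not always enough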;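 further: fluorescence polarization rise as delta FosB binds a TAMRA Cdk5 AP-1 oligo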
# Target sequence (P13346 whole entry, looked up): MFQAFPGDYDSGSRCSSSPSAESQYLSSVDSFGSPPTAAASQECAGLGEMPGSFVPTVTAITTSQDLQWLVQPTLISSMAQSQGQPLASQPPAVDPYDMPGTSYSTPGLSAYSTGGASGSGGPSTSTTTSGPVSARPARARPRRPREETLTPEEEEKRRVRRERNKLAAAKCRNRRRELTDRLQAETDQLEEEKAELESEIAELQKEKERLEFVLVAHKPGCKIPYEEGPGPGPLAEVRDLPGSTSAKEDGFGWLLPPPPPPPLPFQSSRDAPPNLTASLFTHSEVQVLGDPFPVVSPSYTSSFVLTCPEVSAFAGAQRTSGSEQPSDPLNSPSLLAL
# Wnt act – Wnt/beta-catenin pathway activation; Wnt/beta-catenin reporter cell assay, activator, plate reader; activation, % at 9.35 µM; hit rate 1.2% among 300,000; AID 743398; in the data active means activation above about 30%, passing the limit was not always enough;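 further: 0% = neutral control wells and 100% = positive control wells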
# SR-BI HDL uptake – inhibitors of mouse SR-BI mediated HDL lipid uptake; ldlA[mSR-BI] CHO cells, DiI-HDL uptake fluorescence, 3 h; inhibition, % at 12.5 µM; hit rate 0.96% among 320,000; AID 488896;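 active means mean replicate inhibition of at least 70% and a set share of replicates each scoring 70 or more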;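 further: 0% = median of neutral control wells and 100% = median of positive control wells; values of inactives mirror those of a sister screen read the other way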
# SR-BI DiI-HDL act – enhances SR-BI lipid uptake from DiI-HDL. CHO ldlA[mSR-BI] cells, DiI-HDL uptake fluorescence, 3 h; 100 = double the neutral-control signal. activation, % at 12.5 µM. hit rate 0.096% among 320,000. AID 504775;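 active means mean replicate activation of at least 60% and every replicate at or above 60%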;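 further: 0% = median plate neutral-control signal and 100% = twice that signal; values of inactives mirror those of a sister screen read the other way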
#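 System: CHO ldlA[mSR-BI] cells / Medium: HEPES-buffered (25 mM, pH 7.4) F12 plus 0.5% BSA / Probe or stimulus: labelled HDL, 10 µg/mL / Doses: single compound concentration, delivered by pin transfer / Schedule: 3 h, 37 °C / Measured by: DiI fluorescence, bottom read / Measure: cell-associated DiI fluorescence as measure of HDL uptake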
# Rtt109 HAT inh – C. albicans Rtt109 histone acetyltransferase inhibition; purified Rtt109/Vps75, ThioGlo CoA-SH fluorescence, 4 h; inhibition, % at 34.9 µM; hit rate 0.16% among 330,000;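 active means inhibition of at least 50% in every replicate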
# Target sequence (Q5AAJ8 whole entry, looked up): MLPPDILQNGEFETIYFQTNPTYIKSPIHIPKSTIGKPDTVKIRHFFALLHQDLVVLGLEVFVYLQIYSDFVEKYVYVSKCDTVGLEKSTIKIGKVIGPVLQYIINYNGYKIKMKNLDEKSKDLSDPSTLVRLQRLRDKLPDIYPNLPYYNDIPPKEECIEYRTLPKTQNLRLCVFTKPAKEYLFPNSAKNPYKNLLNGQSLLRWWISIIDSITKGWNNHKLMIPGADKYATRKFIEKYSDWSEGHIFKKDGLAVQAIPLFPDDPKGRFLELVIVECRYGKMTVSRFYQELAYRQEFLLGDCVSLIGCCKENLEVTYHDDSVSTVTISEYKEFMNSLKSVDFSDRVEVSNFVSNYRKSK
# Active calls of the source: *; / = not tested or not shown. Not a hit list. Share with any hit: about 4.4%.
SMILES,HTR5A ag ctr,cardiac RTF act,CDK5 inh,PvdQ inh,MITF TRPM1 HTS,dFosB activator,Wnt act,SR-BI HDL uptake,SR-BI DiI-HDL act,Rtt109 HAT inh
N#Cc1c(N2CCCCC2)nc(N)c2c(N)nc3c(c12)CC(CCl)O3 (stereo not drawn),0,2,1.0,-12,-12,-2,-2,14,-14,7
O=C(COC(=O)COc1ccccc1)Nc1ccc(Br)cc1Br,-2,-7,0.9,0,-12,1,2,-28,28,-4
CSc1ccc(CN2CCN(C(=O)c3ccc([N+](=O)[O-])cc3)CC2)cc1,1,0,-1.8,-18,-24,-3,-4,30,-30,0
COc1ccc(Sc2cnn(-c3ccccc3)c(=O)c2Cl)cc1,12,-4,-0.8,-10,-36,4,/,9,-9,-2
Cn1c(SCCOc2ccc(Cl)cc2)nnc1-c1ccncc1,-6,1,-3.0,-10,2,-3,-9,2,-2,2
CCc1ccccc1NC(=O)CNC(=O)c1cc(C2CC2)nn1-c1ccccc1,-1,-5,1.5,1,-12,-2,5,16,-16,-1
NC(=O)c1cc2ccccc2o/c1=N\NC(=O)c1ccc(F)cc1,4,5,1.0,19,1,-14,0,17,-17,2
CCOC(=O)CNC(=O)c1ccccc1Br,1,4,-0.4,-18,8,2,/,3,-3,-7
C=CCNS(=O)(=O)c1ccc(C(=O)OCc2cc(=O)oc3cc(OC)ccc23)cc1,11,-6,0.6,-8,3,-17,-2,22,-22,3
CCCC(=O)NC(=S)Nc1cccc(-c2nc3ncccc3o2)c1,-13,0,0.4,-3,2,-15,5,-1,1,-4
CC(C)(C)C(=O)Nc1nc2c(c(=O)[nH]1)CCCC2,0,5,2.4,7,6,5,0,-8,8,2
COc1ccc(OC)c(NC(=O)c2cccc(N3C(=O)C4C5CCC(C5)C4C3=O)c2)c1 (stereo not drawn),4,0,0.3,8,-12,-10,1,23,-23,20
O=C(NCCN1CCOCC1)c1ccc(NC(=O)C2COc3ccccc3O2)cc1 (stereo not drawn),0,2,2.0,-16,18,-7,-2,40,-40,-5
CC(Cc1cccs1)NC(=O)Nc1ccc(Cl)cc1 (stereo not drawn),0,-15,0.6,7,51,-4,58*,6,-6,9
CCc1nn(CCCC(=O)NCc2ccc(OC(C)C)cc2)c(=O)c2cc3occc3n12,-3,4,0.9,11,-12,1,-4,54,-54,25
Cc1ccc(C(c2nnnn2C2CCCCC2)N2CCc3ccccc32)cc1 (stereo not drawn),3,10,-0.9,-13,5,-12,-3,-27,27,2
O=C(COC(=O)CCC1CCCC1)Nc1ccccc1Br,4,-1,-6.7,-23,0,-8,1,-11,11,-4
CCc1nnc(NCn2nc(C)cc2C)s1,7,3,0.7,-13,-1,3,/,12,-12,-7
CC(C)=Cc1c(O)nc2ccccn2c1=O,0,6,3.7,2,-10,9,-1,-10,10,-3
NC(=O)CNC(=O)[C@@H]1CC2(CC(c3ccccc3)=NO2)CN1C(=O)c1ccc(Br)cc1 (stereo partly drawn),-8,0,0.2,-1,2,-3,-2,-6,6,-7
CC(C)CN(C(=O)c1ccc2c(c1)OCO2)C1CCS(=O)(=O)C1 (stereo not drawn),2,-2,-5.4,-15,2,1,1,-12,12,-10
CCC(C)NC(=O)c1ccccc1NC(=O)CN(c1cc(C)ccc1OC)S(C)(=O)=O (stereo not drawn),-4,0,-0.9,-11,-12,-7,0,0,0,/
OC(CNCC1COc2ccccc2O1)COc1ccccc1F (stereo not drawn),5,-5,0.2,-8,5,0,-2,/,/,-7
OC(CNCc1ccccn1)c1ccccc1 (stereo not drawn),-2,-2,0.4,-13,2,8,0,-42,42,-4
Cc1ccc(N(C(=O)c2ccccn2)C2(C(=O)NC3CCCC3)CCCCC2)cc1,-2,-6,0.3,-8,-4,0,2,-8,8,-18

# Not a retest: 2 of the compounds above.
SMILES,HTR5A ag ctr,cardiac RTF act,CDK5 inh,PvdQ inh,MITF TRPM1 HTS,dFosB activator,Wnt act,SR-BI HDL uptake,SR-BI DiI-HDL act,Rtt109 HAT inh
OC(CNCc1ccccn1)c1ccccc1 (stereo not drawn),-2,-2,0.4,-13,2,8,0,-42,42,-4
Cc1ccc(N(C(=O)c2ccccn2)C2(C(=O)NC3CCCC3)CCCCC2)cc1,-2,-6,0.3,-8,-4,0,2,-8,8,-18

# (listing goes on)
SMILES,HTR5A ag ctr,cardiac RTF act,CDK5 inh,PvdQ inh,MITF TRPM1 HTS,dFosB activator,Wnt act,SR-BI HDL uptake,SR-BI DiI-HDL act,Rtt109 HAT inh
COc1cccc(CN(C)CC(=O)NCc2ccccc2Cl)c1OC,2,10,2.6,-6,1,-6,1,26,-26,7
O=C(NCc1ccccn1)C1COc2ccccc2O1 (stereo not drawn),-1,-2,0.5,-8,-5,0,/,-4,4,5
Cc1ccc(C2=Nc3ccccc3N=C(C(Cl)Cl)C2)cc1,2,1,1.3,-2,-14,-6,13,-4,4,-2
NC(=O)/C(=C/c1ccco1)NC(=O)c1ccc(Br)o1,-1,7,-1.4,-9,-11,-2,-4,-12,12,-4
O=C(Nc1ncccc1O)c1ccc(OCC2CCCO2)cc1 (stereo not drawn),-2,0,4.2,-13,0,-4,20,-12,12,-13
COc1ccc(-c2nnc(SCC(=O)NCC3CCCO3)o2)cc1 (stereo not drawn),2,2,-5.3,-14,-12,-7,0,-8,8,-10
CC1CCCC(n2c(=S)[nH]c3ccccc3c2=O)C1C (stereo not drawn),-1,1,-1.2,-1,0,-12,/,6,-6,24
CN(Cc1ccccc1)C(=O)[C@@H]1CCCN1S(=O)(=O)c1ccc(Cl)cc1,4,2,-0.7,-14,-6,-10,0,23,-23,-2
NC(=O)c1ccccc1NC(=S)NC(=O)c1ccc(Br)o1,0,-5,/,6,11,-11,/,-4,4,-2
O=C(c1ccc(S(=O)(=O)N2CCOCC2)cc1)N1CCN(c2ccccc2F)CC1,2,-2,2.5,-3,-4,-10,/,-1,1,-4
COc1ccc(OC)c(C(=O)N2CCC(CCC(=O)NC3CC3)CC2)c1,2,-8,1.4,-3,-1,4,1,-10,10,-7
Nc1nc2ccccc2[nH]1,-1,12,0.9,-1,-8,4,1,-18,18,0
CC1=CC(=O)C=CC1(C)C(Cl)Cl (stereo not drawn),0,-4,-0.5,-3,6,4,/,-24,24,-6
Cc1ccc(C(C)C)cc1NC(=O)Nc1ccc([N+](=O)[O-])cc1,2,3,-1.3,-16,-30,7,-2,28,-28,9
Cc1cc(C)cc(OCC(=O)N/N=C/c2ccc([N+](=O)[O-])o2)c1,-1,3,-0.7,-10,-67,-3,0,2,-2,-8
c1ccc(-c2cc3c(N4CCCCC4)ncnc3s2)cc1,-3,7,1.5,-2,5,4,1,42,-42,1
Cc1ccc(COC(=O)CCc2nc3ccccc3c(=O)[nH]2)cc1,-2,4,-0.2,-14,25,7,/,-15,15,0
Cc1cc(C)cc(OCC(=O)N/N=C/c2ccccn2)c1,0,3,1.4,-14,1,-3,-3,-1,1,10
CCCCCCCC[n+]1cccc(C(=O)N(CC)CC)c1,5,3,-0.7,-18,-14,-1,-4,-19,19,/
C[C@H](NC(=O)c1nc[nH]c1C(=O)NCCCCCN)C(=O)OCc1ccccc1,-1,-3,0.9,-20,-1,4,-1,-44,44,-4
CCOc1cc(S(=O)(=O)NC2CC(C)(C)NC(C)(C)C2)ccc1Cl,0,-4,0.7,6,3,-3,-1,-10,10,9
O=C1c2ccccc2C(Nc2ccc(S(=O)(=O)N3CCOCC3)cc2)N1c1ccccn1 (stereo not drawn),2,-4,0.2,18,/,-7,-2,-13,13,4
Cc1ccc(-c2cc(C(=O)Nc3c(C)n(C)n(-c4ccccc4)c3=O)[nH]n2)c(O)c1C,3,1,0.1,-4,6,-2,0,/,/,17
COCCN(CCOC)Cc1c(C)[nH]c2ccccc2c1=O,-2,7,1.8,-10,12,-8,-3,2,-2,1
O=C(N/N=C/c1cc([N+](=O)[O-])ccc1O)c1cccc(NC(=O)c2cccc(Cl)c2)c1,3,6,0.1,5,-3,57*,8,-7,7,12
# (list continues)
SMILES,HTR5A ag ctr,cardiac RTF act,CDK5 inh,PvdQ inh,MITF TRPM1 HTS,dFosB activator,Wnt act,SR-BI HDL uptake,SR-BI DiI-HDL act,Rtt109 HAT inh
COc1ccc(CCNC(=O)C2CCN(S(=O)(=O)c3cnc[nH]3)CC2)cc1OC,5,4,-0.3,-19,-2,-7,/,-7,7,-5
COc1ccc(NC(=O)Nc2ccc(Br)cn2)cc1,-4,1,-7.6,-11,87*,-2,27,14,-14,4
Cc1ccc(NS(=O)(=O)c2ccc(NC(=O)C(C)Sc3ccc(Cl)cc3)cc2)c(C)c1 (stereo not drawn),-1,-5,1.9,-10,-11,6,-6,37,-37,15
CCCNC(=S)NC1CCCC1,-1,-2,0.4,-10,/,-3,/,15,-15,-3
COc1ccccc1CNC(=O)CC(C)c1ccccc1 (stereo not drawn),-1,-2,-0.9,-19,/,-1,0,-6,6,-1
CCOC(=O)c1csc(NC(=O)c2cccs2)n1,0,0,-0.4,12,95*,-15,37*,12,-12,1
O=C(COC(=O)/C=C/c1ccc(Br)o1)NCCCN1CCCC1=O,-5,4,-2.9,-10,5,-1,-1,-27,27,-5
Cc1c(C(=O)N2CCCCC2)c(S(=O)(=O)NCc2ccc(Cl)cc2)c(C)n1C,-2,3,3.0,-20,0,2,-3,-4,4,-4
OC(CN=c1sc2ccccc2n1CC(O)COc1ccccc1)COc1ccccc1 (stereo not drawn),8,-3,2.4,-6,-6,-18,24,41,-41,6
NC(=O)C1CCN(C2CC(=O)NC2=O)CC1 (stereo not drawn),1,6,-0.4,-11,-2,2,-1,-10,10,-7
O=C(/C=C/c1ccco1)OCc1nnc(-c2ccccc2)o1,-3,3,0.7,0,-2,4,1,-16,16,2
CNS(=O)(=O)c1cccc(C(=O)OCC(=O)NC2CCCC2)c1,-3,6,0.5,-16,-3,-2,-2,-14,14,3
COc1ccc2nc(SCC(=O)Nc3cc(C)on3)[nH]c2c1,3,-2,1.5,-10,-8,-4,/,24,-24,7
O=C(Cc1ccc([N+](=O)[O-])cc1)Nc1ccc(Br)cn1,4,-4,0.6,-10,2,-6,2,-4,4,4
O=C(CNS(=O)(=O)c1ccccc1)NCC(=O)OCc1ccc(Br)cc1,-6,0,-1.3,-9,-2,-6,-2,-3,3,0
CN(C)c1nc(-c2ccccc2)nnc1C(F)(F)F,6,-2,0.2,2,-13,-3,-1,3,-3,-11
Cc1noc(/C=C/N(C)C)c1S(=O)(=O)NC1CCCCC1,-2,-2,0.2,-2,1,1,/,-13,13,-55
O=C(Oc1ccc(Br)cc1C(=S)N1CCOCC1)c1cccc([N+](=O)[O-])c1,5,2,7.5,4,4,-5,0,-5,5,-4
CCCCNC(=O)CCSc1ccc(C)cc1,0,-1,-0.9,-8,-3,-12,-2,8,-8,-2
CCOc1ccc(CN2CCN(CCCc3ccccc3)C(CCO)C2)cc1 (stereo not drawn),0,1,-1.1,8,/,-6,0,-8,8,-2
Cc1cccc(C)c1NC(=O)C(Cl)=C(Cl)Cl,1,-3,-1.4,-11,0,-4,6,-27,27,-9
